# Tau fluor counter: Counterscreen qHTS for Inhibitors of Tau Fibril Formation, Fluorescence Polarization; tau K18 P301L Alexa594 fluorescence, heparin fibrillization; Potency, µM (doses to about 57.7 µM), for the others: top-dose activity change, negative = decrease; actives 0.93% (n = 280,000); also: % is scaled to controls: 0 for no effect and ±100 for the full control effect; nearly all actives have a fitted effect of over 55% in size
#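 Human tau K18 P301L (15 uM unlabeled, 0.24 uM Alexa 594-labeled) in 100 mM sodium acetate pH 7 with 20 uM heparin, 6 hr at 37 C. ThT 30 uM added, 1 hr ambient; Alexa 594 FP and total fluorescence read at 555/632 nm.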
# GAA glycogen mod: qHTS Assay for Inhibitors and Activators of Human alpha-Glucosidase Cleavage of Glycogen. Lysosomal alpha-glucosidase (Homo sapiens), P10253. recombinant GAA, glycogen substrate, Amplex Red glucose oxidase fluorescence. Potency, µM (top dose mostly 76.4 µM), without a hit: top-dose activity change, negative = inhibition, most hits filed as inhibitors. actives 0.38% (n = 300,000);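 also: 0% = full enzyme reaction and -100% = no-enzyme basal signal; the screen sought inhibitors and activators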
#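 qHTS, 1536-well; enzyme 4 nM final; cpd up to 77 uM; substrate bovine liver glycogen 30 ug; 50 mM citrate/phosphate pH 5.0, 0.01% Tween-20; 37 C, 40 min; Amplex Red detection 45 min RT; Hill fit → AC50.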
# ALDH1A1 inh: qHTS Assay for Inhibitors of Aldehyde Dehydrogenase 1 (ALDH1A1); actives 7.3% (n = 220,000); Potency, µM (top dose mostly 75.3 µM), without a hit: top-dose activity, negative = inhibition, most hits filed as inhibitors; Purified ALDH1A1, NADH fluorescence, propionaldehyde substrate; active = well fitted inhibition curve with a large enough effect, not every such curve was filed as active; inconclusive = small, poorly fitted or top-dose-only effect, or another doubt; inactive = no such curve, though single readings can be large or run the other way;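 also: plate controls were no enzyme wells and a reference inhibitor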
# Target sequence (P00352 whole entry, looked up): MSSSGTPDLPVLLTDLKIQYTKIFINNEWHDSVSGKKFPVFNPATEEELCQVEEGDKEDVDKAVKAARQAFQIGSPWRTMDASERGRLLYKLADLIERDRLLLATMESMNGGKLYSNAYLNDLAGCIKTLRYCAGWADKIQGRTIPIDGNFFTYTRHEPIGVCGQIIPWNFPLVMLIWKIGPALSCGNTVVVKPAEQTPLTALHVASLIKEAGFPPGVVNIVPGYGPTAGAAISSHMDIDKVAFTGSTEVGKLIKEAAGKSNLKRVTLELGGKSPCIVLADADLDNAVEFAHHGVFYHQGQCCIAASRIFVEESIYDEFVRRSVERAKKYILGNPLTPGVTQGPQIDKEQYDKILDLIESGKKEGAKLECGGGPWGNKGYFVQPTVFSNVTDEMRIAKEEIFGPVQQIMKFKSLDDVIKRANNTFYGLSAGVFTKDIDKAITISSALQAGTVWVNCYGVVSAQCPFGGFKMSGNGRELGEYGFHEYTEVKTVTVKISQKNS
# NPSR antagonist: qHTS Assay for Antagonists of the Neuropeptide S Receptor: cAMP Signal Transduction; CHO-NPSR cells, cAMP TR-FRET, antagonist mode; AID 1461, 2008; actives 1% (n = 220,000); Potency, µM (series often up to 38.3 µM), for inactives: at the highest dose activity change, negative = inhibition, usual class: inhibitors; Q6W5P4; also: % is scaled to controls: 0 for no effect and ±100 for the full control effect; nearly all actives have a fitted effect of over 50% in size; many of its hits are not listed in these tables
# Target sequence (Q6W5P4 whole entry, looked up): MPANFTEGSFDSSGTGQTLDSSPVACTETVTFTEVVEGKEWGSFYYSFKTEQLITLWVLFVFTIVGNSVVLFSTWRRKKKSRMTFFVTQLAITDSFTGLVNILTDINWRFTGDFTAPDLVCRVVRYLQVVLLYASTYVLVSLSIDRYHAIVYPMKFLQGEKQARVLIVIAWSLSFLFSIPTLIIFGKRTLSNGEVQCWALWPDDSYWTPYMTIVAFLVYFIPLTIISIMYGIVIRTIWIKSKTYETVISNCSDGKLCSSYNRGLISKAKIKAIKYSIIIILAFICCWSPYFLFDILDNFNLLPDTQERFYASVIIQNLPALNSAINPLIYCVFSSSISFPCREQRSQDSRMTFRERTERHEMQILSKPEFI
# GAA inhib: qHTS Assay for Inhibitors of Human alpha-Glucosidase as a Potential Chaperone Treatment of Pompe Disease. purified human GAA, 4-MU-alpha-glucoside fluorescence. actives 0.005% (n = 200,000). AID 1466, 2008. Potency, µM (series often up to 76.9 µM), for the others: at the highest dose activity change, negative = inhibition, actives largely listed as inhibitors;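 also: plate controls were uninhibited enzyme wells for no effect and no-enzyme background for full effect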
#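 Human enzyme at 4 nM with 400 uM 4-methylumbelliferyl-alpha-D-pyranoside, citrate/phosphate buffer pH 5.0, 0.005% Tween-20, 20 min at room temperature. Compounds up to 77 uM. 4-MU fluorescence (Ex 365/Em 440) read after NaOH/glycine stop; AC50 from Hill fit.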
# aGal spleen mod: qHTS Assay for Inhibitors and Activators of Human alpha-Galactosidase From Spleen Homogenate; actives 0.008% (n = 240,000); Alpha-galactosidase A (Homo sapiens), P06280; human spleen homogenate, 4MU-alpha-Gal fluorescence, 40 min; Potency, µM (doses to about 80 µM), for inactives: top-dose activity change, negative = inhibition, most hits filed as inhibitors;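 also: 0% = enzyme with vehicle and -100% = no enzyme basal signal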
#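 Inhibition or activation of alpha-galactosidase in human spleen homogenate is scored by 4-MU fluorescence after 40 min at 37C, pH 5.0, with 1 mM substrate. AC50s come from concentration-response fitted to the Hill equation.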
# Epigenetic derep: Quantitative High-Throughput Screen for Regulators of Epigenetic Control; AID 1865, 2009; actives 0.2% (n = 280,000); murine LDR cells, GFP reporter derepression, 30 h; Potency, µM (titrated, usually from 53.9 µM), for inactives: at the highest dose GFP activation, actives largely listed as activators; also: % of control where 0% means no effect; nearly all actives have a fitted effect of over 60% in size
#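 Readout is the number of GFP-expressing murine LDR cells, counted by cytometry following washing. Cells were treated with compound for 30 h at 37 C; the stably integrated CMV-GFP locus is normally silent.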
# GAA spleen mod: qHTS Assay for Inhibitors and Activators of Human alpha-Glucosidase From Spleen Homogenate; Lysosomal alpha-glucosidase (Homo sapiens), P10253; human spleen homogenate, 4-MU-alpha-glucoside fluorescence; Potency, µM (titrated, usually from 79.9 µM), for inactives: at the highest dose activity change, negative = inhibition, actives largely listed as inhibitors; actives 0.006% (n = 240,000);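 also: 0% = enzyme with vehicle and -100% = no enzyme basal signal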
#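 Compounds were titrated against alpha-glucosidase in spleen homogenate at pH 5.0, with 1 mM 4-methylumbelliferyl substrate for 40 min at 37 C. Reactions were quenched with pH 10 NaOH/glycine and fluorescence measured.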
# Active calls of the source: *; u = inconclusive; x = not tested or not shown; & = joins results of further samples; [ ] = dose if it differs, or a comment. Unless noted, calls follow the shape of the dose curve; as a rule, active = well fitted curve in the direction sought with a large enough effect; inconclusive = small, poorly fitted or top-dose-only effect, or another doubt; inactive = no such curve, though single readings can be large; an effect the other way counts as inactive or inconclusive. Potency is read from the fitted curve at half-maximal effect.
smiles	Tau fluor counter	GAA glycogen mod	ALDH1A1 inh	NPSR antagonist	GAA inhib	aGal spleen mod	Epigenetic derep	GAA spleen mod
C/C(=N\N1CCCCC1)c1c(O)[nH]c(=O)[nH]c1=O	2%	-7%	-4%	24%	-1%	0%	-1.1%	-3%
CCN(CC)P(=S)(c1c(C)nc2ccccn12)c1c(C)nc2ccccn12	2%	4%	u	-51%	4%	-4%	0.0%	1%
CC(=O)NC1C(OC(=O)Cc2ccccc2)OC(COC(C)=O)C(OC(C)=O)C1OC(C)=O (stereo unspecified)	1%	-10%	9%	6%	2%	5%	-0.1%	-20%
C[C@H]1C(=O)O[C@@H]2CCN3CC=C(COC(=O)[C@@](C)(O)[C@@]1(C)O)[C@H]23	x	x	1%[20.9 µM]	x	x	4%[29.1 µM]	-1.4%[16.9 µM]	-3%[29.1 µM]
COc1cc(OC)c(OC)cc1CNC(C)C(O)c1ccccc1 (stereo unspecified)	7%	8%	3%	-2%[46.1 µM]	5%	-5%	-3.3%	-6%
O=C1N(c2ccc(Cl)cc2)C(c2cccnc2)N2CCCN12 (stereo unspecified)	-9%	-9%	4%	9%	-5%	1%	-6.2%	1%
N#Cc1cc(F)c(N2CCNCC2)cc1Cl	5%	7%	u	-3%[46.1 µM]	3%	9%	-1.0%	7%
O=c1c2ccccc2nc(CSc2ncnc3nc[nH]c23)n1-c1ccccc1Cl	-9%	1%	-9%	-10%[46.1 µM]	4%	1%	-1.2%	1%
COc1ccc(C(=O)Nc2cc(Cl)ccc2C(=O)O)cc1	-3%	16%	1%	u	x	3%	-1.2%	5%
CC1=CC2/C=C(\C)CCC(O)C(O)/C=C/C(=O)C23C(=O)NC(CC(C)C)C3C1C (stereo unspecified)	-3%	10%	3%	u	x	-5%	1.2%	-1%
CCCCC/C=C\C/C=C\C/C=C\CCCCC(=O)NCCc1ccc(O)c(O)c1	2%	x	-5%	x	x	11%	u	9%
NC(=O)Nc1ccc(C(=O)OCC(=O)Nc2ccc(Cl)cc2C(=O)c2ccccc2)cc1	u	4%	3%	10%	2%	-16%	2.0%	-19%
CC(=NCc1cccnc1)c1c(O)n(Cc2ccccc2)c(=O)[nH]c1=O	-5%	10%	u	-17%[46.1 µM]	3%	-2%	8.1%	4%
O=P1(Oc2ccccc2)C[C@@H](O)[C@@H](O)[C@H](COCc2ccccc2)O1 (stereo partly specified)	9%	0%	x	6%	x	-5%	2.3%	-10%
CN1CCC(O)(c2ccccc2)C(C(=O)c2ccccc2)C1 (stereo unspecified)	0%	2%	0.14µM*	-1%[46.1 µM]	-12%	2%	10%	-3%
CCN(CC)c1ccc(CNc2nc3ccccc3n2C)cc1	-12%	-15%	x	u	x	7%	0.0%	4%

# Profiles, looked up by structure. Order of values: Tau fluor counter | GAA glycogen mod | ALDH1A1 inh | NPSR antagonist | GAA inhib | aGal spleen mod | Epigenetic derep | GAA spleen mod
# Results for CC1=CC2/C=C(\C)CCC(O)C(O)/C=C/C(=O)C23C(=O)NC(CC(C)C)C3C1C (stereo unspecified) = -3% | 10% | 3% | u | x | -5% | 1.2% | -1%
# Results for CCN(CC)c1ccc(CNc2nc3ccccc3n2C)cc1 = -12% | -15% | x | u | x | 7% | 0.0% | 4%
# Results for CN1CCC(O)(c2ccccc2)C(C(=O)c2ccccc2)C1 (stereo unspecified) = 0% | 2% | 0.14µM* | -1%[46.1 µM] | -12% | 2% | 10% | -3%

# Continuation.
smiles	Tau fluor counter	GAA glycogen mod	ALDH1A1 inh	NPSR antagonist	GAA inhib	aGal spleen mod	Epigenetic derep	GAA spleen mod
COc1ccc(C2=NCC(=S)Nc3ccc(Cl)cc32)cc1Cl	-24%	-14%	10%	50%	0%	5%	4.3%	0%
CC(=O)N1CCN(c2ccc(N=Cc3c(O)n(Cc4ccccc4)c(=O)[nH]c3=O)cc2)CC1	-9%	-1%	u	15%[46.1 µM]	-7%	-6%	-1.0%	-3%
CCOC(=O)C1CCCN(c2ccc([N+](=O)[O-])c3nonc23)C1 (stereo unspecified)	-7%	5%	u	-20%	-10%	5%	u	x
CCn1c(O)c(/C(C)=N/N2CCCCC2c2cccnc2)c(=O)[nH]c1=S (stereo unspecified)	0%	-10%	-6%	-5%	1%	-5%	-1.9%	-2%
Cc1cccc(CN(C)C)c1OC(=O)N(C)C	3%	-4%	1%	9%[46.1 µM]	7%	4%	0.0%	-4%
CC1=C(C(=O)OC(C)C)[C@]2(C(=O)N(CC(N)=O)c3ccccc32)C(C#N)=C(N)O1	-4%	-1%	13%	-4%[46.1 µM]	-3%	-10%	-0.8%	-4%
N=c1ccccn1Cc1ccccc1	7%	6%	u	4%	1%	-6%	-2.2%	x
CCC(=O)CC(c1ccc([N+](=O)[O-])cc1)c1c(O)c2ccccc2oc1=O (stereo unspecified)	-1%	0%	1%	-7%[46.1 µM]	-4%	5%	2.0%	-19%
N[C@@H](CCCCP(=O)(O)O)C(=O)O	2%	x	10%	x	x	-2%	2.8%	-10%
CC(=O)c1ccc2c(c1)C1C(Cl)C(Sc3ccccc3[N+](=O)[O-])CC1C(C(=O)O)N2 (stereo unspecified)	u	-12%	1.8µM*	-39%	-3%	-8%	-1.1%	-8%
C=CCn1c(O)c(C(C)=NCCN2CCCCC2)c(=O)[nH]c1=O	-14%	0%	u	3%[46.1 µM]	-5%	-6%	1.9%	4%
Cc1ccc(Cn2nnnc2CN2CCC(n3nnc4cc(C)ccc43)CC2)cc1	-5%	-1%	u	u	-8%	-15%	0.0%	4%
CCn1cnc2c(Nc3cccc(Cl)c3)nc(N[C@@H]3CCCC[C@@H]3N)nc21	-24%	x	2%	-10%[46.1 µM]	x	-3%	-1.2%	-9%
C=CCn1c(O)c(C(C)=Nc2ccc(C(=O)O)cc2)c(=O)[nH]c1=O	1%	7%	x	11%	x	9%	0.1%	7%
O=P1(Oc2ccccc2)CC=C[C@H](COCc2ccccc2)O1 (stereo partly specified)	-2%	-5%	x	1%	x	5%	1.1%	-1%
CCCN(CCC)[C@H]1CCc2c(F)ccc(O)c2C1	-2%	x	-9%	-12%[46.1 µM]	x	u	3.7%	8%
c1ccc2c(c1)OCC(C1=NCCN1)O2 (stereo unspecified)	-8%&-13%&-5%	3%	u	17%	1%[15.4 µM]	-1%&-3%&-2%	-1.0%&9.8%&1.1%	-3%&1%&1%
COc1ccccc1-n1c(O)c(/C=N/NC(=S)Nc2ccccc2)c(=O)[nH]c1=S	u	u	x	-20%	x	16%	1.1%	-1%
COc1cc(CN2CCN(c3cc(C)ccc3C)CC2)ccc1O	0%	-22%	-2%	-7%[46.1 µM]	-4%	0%	0.0%	-5%
COc1c2c(cc3c1OCO3)CCN(C)C2	x	x	5%[20.9 µM]	x	x	2%[29.1 µM]	1.1%[16.9 µM]	-7%[29.1 µM]
CN(C[C@H](Cc1ccccc1)N(C[C@H](Cc1ccccc1)N(CCC(C)(C)C)N=O)N=O)N=O	-16%	-6%	-4%	u	x	-10%	-2.6%	-10%
C[N+]1(C)C2CCC1CC(OC(=O)c1ccco1)C2 (stereo unspecified)	-1%	3%	x	6%	x	-6%	0.0%	0%
CCOc1ccc(N=Cc2c(O)n(Cc3ccccc3)c(=S)[nH]c2=O)cc1	-11%	-2%	2%	u	-6%[15.4 µM]	3%	6.1%	-3%
CN1C(=O)C(C2(C#N)CCCCC2)C(=O)N(C)C1=O	3%	4%	2%	-2%[46.1 µM]	3%	6%	2.7%	-8%
O=C(c1ccco1)c1cn(Cc2ccc(Cl)cc2)c2ccccc12	u	-19%	4%	u	-6%	8%	0.8%	-2%
CCCCCCCCc1[se]c2ccccc2c1[Se]c1ccccc1	1%	x	1%	x	x	13%	0.6%	-5%
CC(Oc1ccc(-c2ccccc2)cc1)C(=O)O (stereo unspecified)	6%	5%	7%	-6%[46.1 µM]	u	-8%	0.0%	-2%
CC(C)C/C(=N/O)c1cn(C)c2ccccc12	-15%	-21%	14%	8%	-6%	-6%	-2.5%	-20%
COc1ccccc1N1C(=O)NC(=O)C2(Cc3cc(C)ccc3N(C)C2)C1=O (stereo unspecified)	-17%	-10%	u	-1%[46.1 µM]	6%	-7%	-0.7%	2%
CC(C)(C)OC(=O)NNC(=S)NC1CCCCC1	3%	u	-6%	5%	-6%	-4%	-1.2%	-13%
C/C(=N\N1CCCCCC1)c1c(O)n(C)c(=O)n(C)c1=O	-1%	1%	x	0%	x	-6%	-1.1%	5%
Clc1cccc(SC2CCNCC2)n1	-3%&-8%	x	-7%&-7%	x	x	10%&5%	1.1%&-0.8%	0%&8%
CSc1ccc(C(=O)C2CCCN(CCCn3cccn3)C2)cc1 (stereo unspecified)	-3%	7%	u	8%	-3%	-5%	-2.1%	-8%
CC(C)N1CCN(c2ccc(O)cc2)CC1	-21%	-5%	u	3%	-3%	8%	0.0%	9%
O=C(c1ccc(C(F)(F)F)cc1)C1CCCN(Cc2ccncc2)C1 (stereo unspecified)	-12%	10%	5%	-1%	u	-7%	6.3%	-3%
c1ccc2c(CCNCc3ccc4c(c3)OCO4)c[nH]c2c1	6%	-1%	2%	6%[46.1 µM]	-3%	8%	-2.0%	-2%
CNC(C)[C@H](O)c1ccccc1 (stereo partly specified)	-8%	x	7%	x	x	15%	0.8%	-8%
CCc1cccc2c(C#N)cn(CC(=O)N3CCOCC3)c12	2%	5%	0%	5%[46.1 µM]	-2%	2%	-1.1%	6%
Cc1ccccc1-n1c(/C=C/c2ccccn2)nc2ccccc2c1=O	-4%	5%	x	-17%	x	0%	0.6%	1%
CCN(CC)/[N+]([O-])=N/O	2%	x	-6%	x	x	-1%	-1.3%	-4%
CCCCn1c(O)c(C(C)=Nc2cccc(C(=O)O)c2)c(=O)[nH]c1=O	3%	-1%	-5%	-4%[46.1 µM]	0%	8%	1.1%	-4%

# This is a subset (hit frequency here may not be typical).
